# PAX8 reporter – inhibitors of PAX8-driven TPO luciferase reporter, primary screen, RMG-I cells, single concentration. SteadyGlo, 24 h. AID 652154, 2013. inhibition, % at 12.6 µM. 1.2% of 360,000 active;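 active means mean replicate inhibition at least 60% with every replicate also reaching 60%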;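 further: luciferase light reporting Pax8 driven TPO promoter activity; plate controls were median of neutral control wells for no effect and mitoxantrone controls for full effect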
# PGC1a acetyl inh – inhibitors of PGC1a acetylation signal, primary screen, cell-based, U2OS, AlphaScreen, inhibitor mode | AlphaScreen anti-acetyl-lysine; with virally co-expressed GCN5 acetyltransferase | inhibition, % at 15.6 µM | 0.17% of 350,000 active | AID 651687, 2012;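 active means every replicate shows inhibition of at least 40%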;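 further: 0% = neutral control wells and 100% = positive control wells; some results beyond the cut were filed as inactive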
# FN deposition inh – inhibitors of fibronectin matrix deposition, primary screen, AH1F cells, Alexa488-fibronectin fluorescence, plate reader; inhibition, % at 12.6 µM; AID 743247, 2014; 0.086% of 350,000 active; AH1F fibroblasts, overnight;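 active means mean inhibition across replicates of 30% or more, regardless of how many single replicates reach that level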;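 further: positive control wells lacked labelled fibronectin entirely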
#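 Material – AH1F fibroblast monolayer, labelled fibronectin deposition · Reagent – labelled fibronectin 24 nM · Timing – 1 h adhesion, overnight exposure · Measured by – fluorescence at 485 nm excitation, 525 nm emission · Read-out – inhibition of fibronectin deposition signal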
# EWS-Fli block – EWS/Fli-driven NR0B1 reporter inhibitors, primary screen, A673 cells, NR0B1 luciferase, luminescence, MLPCN library; AID 651661, 2012; 0.67% of 350,000 active; viability-normalised; inhibition, % at 12.6 µM;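 active means mean inhibition of at least 50% after viability correction, with every replicate also passing that limit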;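 further: firefly luciferase signal divided by Alamar Blue viability fluorescence both relative to DMSO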
# Cneo AK release – Cryptococcus neoformans cell lysis inducers, primary screen, AK release luminescence, single concentration; C. neoformans lysis, adenylate kinase release luminescence, 4 h; normalised: neutral wells 0, clomiphene wells 100; lysis activity, % at 15 µM; 0.2% of 360,000 active; AID 651654, 2012;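 active means mean lysis activity across replicates of at least 80%, whatever share of replicates individually reach that level; inactive means mean lysis activity below 80%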
#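 Assay system: C. neoformans cells. Amount: yeast cell density of 5 × 10^6 cells/mL. Technique: AK luminescence. Buffer or medium: YPD. Times: static 4 h at 37 °C with compound, 1 h detection. Dosing: single-point compound dose. Read-out: lysis from increased AK signal.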
# LGR2 antag – inhibitors of bursicon-induced LGR2 CRE-luciferase signal, primary screen, cell-based, HEK293, CRE-luciferase reporter, bursicon stimulation. Drosophila bursicon receptor LGR2 (rickets). bursicon-stimulated, 4 h. inhibition, % at 9.99 µM. 0.35% of 380,000 active;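 active means drop in luminescence signal, shown as inhibition above about 50% in the replicate tests, limit read from the data, passing the limit was not always enough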;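 further: agonist challenge used bursicon conditioned medium at about half maximal strength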
# miR-122 sensor – miR-122 Renilla sensor signal increase in Huh7, primary screen, miR-122 inhibitor project, cell-based, single point, plate reader; Huh7 miR-122 Renilla luciferase sensor, 48 h; neutral wells = 0, positive control = 100; activation (reporter increase), % at 12.5 µM; 0.3% of 340,000 active; AID 602342, 2012;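 active means mean replicate activation score at least 90 and every replicate individually at or above 90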;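 further: higher luciferase means less miR-122 activity so hits act as miR-122 inhibitors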
# CASP6 VEID inh – human caspase-6 inhibitors, primary screen, biochemical, VEID-R110 fluorescence, single point, set 2; purified caspase-6, Z-VEID-R110 cleavage fluorescence; inhibition, % at 12.5 µM; 0.53% of 350,000 active; P55212;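 active means mean inhibition across replicates at least about 35%, with every replicate also reaching that limit, limit read from the data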;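 further: 0% = median of neutral control wells and 100% = no fluorescence left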
# Target sequence (P55212 24-179 limits assumed): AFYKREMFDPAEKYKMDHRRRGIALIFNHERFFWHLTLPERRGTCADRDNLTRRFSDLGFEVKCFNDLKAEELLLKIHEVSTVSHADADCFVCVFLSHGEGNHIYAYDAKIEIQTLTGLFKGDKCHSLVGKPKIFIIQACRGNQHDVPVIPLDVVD
# Target sequence (P55212 194-293 limits assumed): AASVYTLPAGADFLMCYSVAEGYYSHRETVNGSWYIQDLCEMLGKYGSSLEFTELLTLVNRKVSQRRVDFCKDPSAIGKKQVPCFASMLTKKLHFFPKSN
# Active calls of the source: *; / = not tested or not shown; [ ] = remark or other dose. Rows were taken by chance. Share with any hit: about 2.5%.
# Values run as follows: FN deposition inh	CASP6 VEID inh	Cneo AK release	PGC1a acetyl inh	miR-122 sensor	EWS-Fli block	PAX8 reporter	LGR2 antag
Cc1ccc(C)c(NC(=O)CSc2nnc([C@@H](N)Cc3ccccc3)o2)c1
    -12	/	2	5	-4	/	/	/
N#Cc1nc(Cc2ccccc2)oc1N1CCN(c2ccccc2)CC1
    /	2	3	-11	-4	0	/	3
Cc1cc(NC(=O)c2cccc(COc3ccc(Br)cc3)c2)no1
    0	-1	0	-5	5	86*	47	-43
COc1cc(/C=C/C(=O)OCC(=O)NC2CC2)cc(S(=O)(=O)N2CCc3ccccc32)c1OC
    -5	-1	1	-11	-2	17	19	22
CO[C@@H]1CN(C)C(=O)c2ccc(NC(=O)c3ccccn3)cc2OC[C@@H](C)N(C(=O)C2CCCCC2)C[C@H]1C
    /	0	-6	-2	/	-3	-6	/
COc1cc(OC)cc(C(=O)NNc2nc3cc4c(cc3s2)OCO4)c1
    1	2	1	7	-7	0	17	-44
Cc1noc(C)c1COc1ccccc1C(=O)N(C)Cc1ccc(C(C)(C)C)cc1
    1	8	-2	-3	-2	22	18	-1
CCOC(=O)c1cc2nc(-c3ccccc3)cc(C)n2n1
    6	3	3	/	/	9	4	11
COc1ccc2c3c(n(C)c2c1)[C@@H](CO)N(CC1CCCC1)CC31CN(C(=O)Nc2ccccc2)C1
    2	-2	/	-8	/	0	5	18
COc1ccc(C(C)=O)cc1CSC(=N)N
    5	-5	/	6	/	8	-18	8
O=C(c1cccnc1)N1C[C@H]2[C@@H](c3ccccc31)[C@@H](CO)N2C(=O)C1CC1
    2	/	-2	6	20[16.7 µM]	0	2	-13
O=S1(=O)CC(N2CCN(CCO)CC2)CN1Cc1ccccc1 (centres undefined)
    -12	3	0	10	3	-8	-26	0
Cc1ccc(/C=N/n2c(C)nnc2C)o1
    8	1	-1	4	1	-3	19	1
S=C(c1ccc(-c2ccc(Cl)cc2Cl)o1)N1CCCCC1
    -6	/	0	-32	3	/	-247	/
Cc1cc(C(=O)N/N=C/c2cn[nH]c2-c2ccccc2)cs1
    2	0	/	/	/	10	-9	-16
CCC(C(=O)Nc1c(C)cccc1C)n1c(-c2ccc(-c3ccccc3)cc2)nc2ccccc21 (centres undefined)
    -2	-8	/	/	/	-20	9	-42
COc1ccc(S(=O)(=O)N(C(=O)c2ccncc2)c2ccc(OC(=O)c3ccncc3)cc2)cc1
    9	4	-1	/	12	-45	-5	15
CCOc1ccc(CCNC(=O)c2cc(-c3ccccc3)c(N3CCOCC3)s2)cc1OCC
    -8	1	-1	-13	10	8	35	1
CC1CCc2nc3ccc(S(=O)(=O)N4CCC(C(=O)NC(C)c5ccccc5)CC4)cc3c(C(=O)O)c2C1 (centres undefined)
    3	24	0	-1	-6	/	5	-11
C[C@@H]1CN([C@@H](C)CO)C(=O)Cc2cc(NC(=O)Cc3cn(C)c4ccccc34)ccc2O[C@H]1CN(C)Cc1ccccc1
    -15	1	15	/	-7[16.7 µM]	-5	32	5
O=C(O)C1CCCCC1C(=O)Nc1ccc(Cl)cc1Cl (centres undefined)
    /	-2	-3	3	-1	/	/	-11
CCN(CC)S(=O)(=O)c1ccc(NC(=O)COC(=O)c2cc(S(=O)(=O)Nc3ccc(OC)cc3)ccc2O)cc1
    -1	-5	/	-3	/	13	5	6
CCCNC(=O)[C@@H]1[C@@H](CO)[C@@H]2Cn3c(cccc3=O)[C@@H]2N1Cc1cccc(F)c1
    -5	1	/	-3	/	/	/	15
CCn1c(SCC(=O)Nc2cc(Cl)ccc2OC)nnc1C1CC1
    9	-7	-4	-5	-5	-4	11	-6
O=C(NCC1CC1)Nc1ccccc1
    0	0	1	1	10	-13	-11	22
O=C1CCC(C(=O)NC2(C(=O)NC3CCCCC3)CCCCC2)N1 (centres undefined)
    4	/	0	-1	-2	/	8	/
Fc1ccc(-c2nnc(N3CCOCC3)c3ccccc23)cc1F
    4	-1	/	-3	-9	3	26	5
COc1cc(Cl)c(C)cc1NC(=O)CN1CCN(C(=O)c2cccs2)CC1
    /	3	3	-22	-8	10	25	1
C[C@@H]1CN([C@H](C)CO)S(=O)(=O)c2ccc(C#CC3CC3)cc2O[C@@H]1CN(C)CC1CC1
    -8	1	-1	-17	13[16.7 µM]	-8	/	1
COC(=O)c1c(NC(=O)c2nc3nc(C)cc(C(F)F)n3n2)sc2c1CCC2
    2	/	-4	4	0	/	/	/

# Other results
# Values run as follows: FN deposition inh	CASP6 VEID inh	Cneo AK release	PGC1a acetyl inh	miR-122 sensor	EWS-Fli block	PAX8 reporter	LGR2 antag
COC(=O)C1(Cc2cc(-c3cccc(Br)c3)no2)CCN(C(=O)OC(C)(C)C)CC1
    20	2	-4	1	6	2	7	7
O=C(c1ccc(F)cc1)N1CCCCN2[C@H](C1)[C@H](c1ccc(C#CC3(O)CCCC3)cc1)[C@@H]2CO
    /	0	0	-2	-5[16.7 µM]	-8	8	-16
CC(NC(=O)c1ccc(NC(=O)CC2SC(N3CCCC3)=NC2=O)cc1)c1ccc(S(N)(=O)=O)cc1 (centres undefined)
    -2	3	/	/	/	-2	4	-5
O=[N+]([O-])c1cc([N+](=O)[O-])c(Oc2cncc(Cl)c2)cc1NC1CCCCCCC1
    -5	-4	-3	4	0	-2	-22	6
CC(C)C(=O)N1CCC1(C)C(=O)NS(=O)(=O)c1cccs1 (centres undefined)
    6	0	-1	0	-3	-11	1	9
O=C(CSc1nnnn1-c1cccc2ccccc12)N1CCOCC1
    0	/	8	0	0	/	16	/
COc1cc(CC(=O)OCC(=O)N2CC(=O)Nc3ccccc32)cc(OC)c1OC
    5	0	/	6	/	1	-7	-5
O=C(O)c1cn(-c2ccccc2)nc1-c1ccc(F)cc1
    7	-10	-1	7	1	/	-11	14
Cc1ccnc(NC(=O)CN2C(=O)c3ccccc3C2=O)c1
    -2	3	/	5	-5	-2	27	-2
COCCNC(=O)CSc1nc2ccc(N3CCOCC3)cc2c(=O)n1CCc1ccccc1
    3	2	/	-7	16	/	-9	-11
COc1ccc(S(=O)(=O)N(C)C[C@@H]2Oc3c(NS(=O)(=O)c4ccc(F)cc4)cccc3C(=O)N([C@@H](C)CO)C[C@H]2C)cc1
    /	/	61	-2	7[16.7 µM]	-7	5	14
CC(C)NC(=O)N(C)C[C@H]1Oc2ccc(NS(C)(=O)=O)cc2C(=O)N([C@@H](C)CO)C[C@@H]1C
    -5	0	-7	4	-3[16.7 µM]	-2	-8	3
COCC#Cc1ccc2c(c1)O[C@@H](CN(C)S(=O)(=O)c1cccc(OC)c1)[C@@H](C)CN([C@@H](C)CO)S2(=O)=O
    -2	-8	53	-4	0[16.7 µM]	0	-13	-8
O=C(O)CCn1cc(C2CC(c3ccccc3)=NN2c2ccccc2)c(-c2ccccc2)n1 (centres undefined)
    -7	13	0	/	-8	1	9	-2
COC(=O)[C@@H]1[C@@H](CO)[C@@H]2Cn3c(cccc3=O)[C@@H]2N1C(=O)C1CC1
    /	0	2	-1	4[16.7 µM]	1	-6	-2
Cc1ccc(-c2ccc(CCC(=O)O)o2)cc1
    3	/	-2	2	-3	/	/	/
C[C@H]1CN([C@@H](C)CO)S(=O)(=O)c2ccc(C3=CCCC3)cc2O[C@@H]1CN(C)C(=O)C1CC1
    -9	/	/	-8	23[16.7 µM]	6	/	-2
COC(=O)CSC1=C(C#N)C(c2ccsc2)CC(=O)N1 (centres undefined)
    -5	1	1	-1	-2	/	30	/
CN(C)c1nc(=Nc2cccc(Cl)c2)ss1
    -5	-2	3	/	/	-14	-81	-31
C[C@@H]1CCCCO[C@@H](CN(C)S(=O)(=O)c2cn(C)cn2)[C@@H](C)CN([C@H](C)CO)C(=O)c2cc(NS(=O)(=O)c3ccc(Cl)cc3)ccc2O1
    -2	-2	1	4	39[16.7 µM]	-13	-13	0
Cc1ccc(CSc2nnc(SCC(=O)N/N=C/C=C/c3ccccc3[N+](=O)[O-])s2)cc1
    5	-1	/	/	/	10	-14	-5
C[C@H](CO)N1C[C@H](C)[C@H](CN(C)Cc2cccnc2)Oc2ncc(C#CCc3ccccc3)cc2C1=O
    -8	3	6	-15	4[16.7 µM]	-6	/	-2
COCCNC(=O)C1(C)CCCN(Cc2ccccc2N(C)C)C1 (centres undefined)
    -3	0	0	-13	-1	-6	2	-3
C[C@@H]1CN([C@H](C)CO)C(=O)Cc2cc(NC(=O)C3CC3)ccc2O[C@@H]1CN(C)C(=O)Nc1cccc2ccccc12
    /	4	-2	4	-3[16.7 µM]	6	8	7
COc1ccccc1NC(=O)/C=C/C(=O)O
    0	4	2	0	2	-8	10	-24
CC(=O)OC[C@H]1O[C@@H](n2ccc(=O)[nH]c2=S)C(OC(C)=O)C1OC(C)=O (some centres undefined)
    -1	/	5	-2	-22	/	-10	/
O=C(c1cc(F)c(F)cc1Cl)N1CCN(S(=O)(=O)c2cccs2)CC1
    -2	0	2	/	0	8	-7	4
Cc1noc(C)c1NC(=O)N(C)C[C@@H]1OCCCC[C@@H](C)Oc2ccc(NS(=O)(=O)c3cn(C)cn3)cc2C(=O)N([C@H](C)CO)C[C@H]1C
    /	/	1	1	-7[16.7 µM]	-18	-6	-10
Cc1ccc(OCCCC(=O)Nc2cc(S(=O)(=O)N3CCOCC3)ccc2N2CCOCC2)cc1
    1	5	-1	7	-2	1	5	9
O=C(Nc1cccc(NC(=O)c2cncc(Br)c2)c1)c1cncc(Br)c1
    2	-4	0	/	/	-3	6	-4

# Two entries from above, as tab-separated lines:
SMILES	FN deposition inh	CASP6 VEID inh	Cneo AK release	PGC1a acetyl inh	miR-122 sensor	EWS-Fli block	PAX8 reporter	LGR2 antag
COCCNC(=O)CSc1nc2ccc(N3CCOCC3)cc2c(=O)n1CCc1ccccc1	3	2	/	-7	16	/	-9	-11
COc1ccc(S(=O)(=O)N(C)C[C@@H]2Oc3c(NS(=O)(=O)c4ccc(F)cc4)cccc3C(=O)N([C@@H](C)CO)C[C@H]2C)cc1	/	/	61	-2	7[16.7 µM]	-7	5	14

# Next section:
# Values run as follows: FN deposition inh	CASP6 VEID inh	Cneo AK release	PGC1a acetyl inh	miR-122 sensor	EWS-Fli block	PAX8 reporter	LGR2 antag
C[C@H]1CN([C@@H](C)CO)C(=O)c2cccc(NS(C)(=O)=O)c2O[C@H]1CN(C)C
    /	2	-1	0	-5[16.7 µM]	3	-21	15
CCOC(=O)CC(=O)CSc1nc2ccc(C)cc2cc1C#N
    /	-2	-4	-8	0	-98	/	-46
N#C/C(=C(/O)COC(=O)CSc1ccc2ccccc2c1)c1nc2ccccc2[nH]1
    6	/	-2	2	-2	/	17	14
CC(C)=CC(=O)OCC(=O)Nc1ccccc1Cl
    /	/	-6	2	-4	/	/	-1
C(=Cc1cnnc2ccccc12)c1ccccc1
    /	4	-2	6	-1	-73	-54	-36
CC(C)(C)c1ccc(C(=O)NCc2ccc(Cl)cc2)cc1
    15	/	7	0	0	/	/	-17

# Reformatted: 2 of the compounds above.
structure,FN deposition inh,CASP6 VEID inh,Cneo AK release,PGC1a acetyl inh,miR-122 sensor,EWS-Fli block,PAX8 reporter,LGR2 antag
CC(C)(C)c1ccc(C(=O)NCc2ccc(Cl)cc2)cc1,15,/,7,0,0,/,/,-17
CC(C)=CC(=O)OCC(=O)Nc1ccccc1Cl,/,/,-6,2,-4,/,/,-1

# Screening results deposited in PubChem BioAssay by Broad Institute.
